All columns: NCI-60 one-dose screen, growth in % after 48 h at 10 µM unless noted; 100 = growth as untreated, 0 = no growth, -100 = all killed.
SR = SR leukemia cells; hit rate 8.7% among 73,000
CCRF-CEM = CCRF-CEM leukemia. hit rate 7% among 77,000. AID 1794778
EKVX = EKVX NSCLC | hit rate 3% among 71,000 | AID 1794765
HOP-92 = HOP-92 NSCLC cells. hit rate 6.3% among 71,000
MOLT-4 = MOLT-4 leukemia cells; hit rate 6.9% among 80,000
HOP-62 = HOP-62 NSCLC. hit rate 3.9% among 80,000. AID 1794735
A549/ATCC = A549/ATCC NSCLC | hit rate 3.7% among 81,000 | AID 1794740
RPMI-8226 = RPMI-8226 leukemia cells | hit rate 7.5% among 77,000
The depositor's hits bear a star; · = no result given; & = joins results of further samples. The calls were made as follows: active = growth percent below 10; inactive = the rest. Compounds were not picked by outcome; any-hit rate near 12%.

Field names: A = SR; B = CCRF-CEM; C = EKVX; D = HOP-92; E = MOLT-4; F = HOP-62; G = A549/ATCC; H = RPMI-8226
[1] CCOC(=O)c1[nH]c(C)c(C(=O)OCc2ccccc2C#N)c1C
  A = 46 | B = 92 | C = 114 | D = 47 | E = 79 | F = 69 | G = 84 | H = ·
[2] CCCCCC#CCN(CC)CC
  A = 96 | B = 107 | C = 98 | D = 105 | E = 106 | F = 95 | G = 108 | H = 102
[3] CSc1nc(-c2cnccn2)cc(-c2cccs2)c1C#N
  A = 96 | B = 80 | C = 96 | D = · | E = 100 | F = 89 | G = 90 | H = 101
[4] CCCCc1n(Cc2ccc3ccccc3n2)cc[n+]1Cc1ccc2ccccc2n1
  A = 6.6* | B = 23 | C = 51 | D = 4.3* | E = 15 | F = 25 | G = 45 | H = -20*
[5] COc1cccc(COc2ccc(/C=C3\N=C4SCCCN4C3=O)cc2)c1
  A = 95 | B = 115 | C = 101 | D = · | E = 98 | F = 96 | G = 79 | H = 103
[6] COc1ccc2c(c1)O/C(=C/c1ccc(OCC(=O)c3ccccc3)cc1)C2=O
  A = 73 | B = · | C = 97 | D = 99 | E = 90 | F = 94 | G = 93 | H = 100
[7] COC(=O)C(CO)c1ccccc1 (stereo not given)
  A = 94 | B = 104 | C = 102 | D = 110 | E = 111 | F = 95 | G = 99 | H = 107
[8] Nc1ccc2[nH]cc(-c3c4ccccc4cc4[nH]c5ccc(N)cc5c34)c2c1
  A = 97 | B = 100 | C = 105 | D = 98 | E = 94 | F = 118 | G = 108 | H = 108
[9] COc1ccc(-c2nc(-c3nc4ccc(F)cc4[nH]3)cc3c2[nH]c2ccccc23)cc1
  A = 15 | B = 18 | C = · | D = 32 | E = 22 | F = 49 | G = 14 | H = -5.0*
[10] CC1NC(=O)NC1=O (stereo not given)
  A = 110 | B = 98 | C = · | D = 97 | E = 105 | F = 99 | G = 95 | H = 98
[11] C#CCOc1ccc(-c2noc(-c3nnn(-c4cccc(/C(C)=N/O)c4)c3N)n2)cc1
  A = 85 | B = 74 | C = 106 | D = 93 | E = 85 | F = 100 | G = 74 | H = 70
[12] CCCCN1C(=O)/C(=c2\sc3n(c2=O)NC2C(N=3)N(CC)C(=O)N2CC)c2ccccc21 (stereo not given)
  A = 25 | B = 26 | C = 68 | D = 60 | E = 44 | F = 72 | G = 37 | H = 60
[13] OC(c1ccccc1)(c1ccccc1)C(F)(F)F
  A = 85 | B = 85 | C = 102 | D = 96 | E = 102 | F = 102 | G = 99 | H = ·
[14] CCN(CC)c1ccc(NC(=O)CN2CCOCC2)cc1
  A = 99 | B = 93 | C = 114 | D = 95 | E = 92 | F = 104 | G = 119 | H = 92
[15] CC(=O)N1CC(=O)NC1=S
  A = 92 | B = 105 | C = 94 | D = 102 | E = 104 | F = 98 | G = 95 | H = 101
[16] Cc1ccc(S(=O)(=O)NC2CCCCC2)cc1
  A = 96 | B = 100 | C = 100 | D = 99 | E = 101 | F = 103 | G = 95 | H = 97
[17] Cc1nc2ccc(Cl)cn2c1-c1nnc(SCc2ccc(Br)cc2)o1
  A = · | B = 115 | C = 79 | D = 72 | E = 105 | F = 79 | G = 91 | H = 99
[18] COc1ccc(CCN2C(=O)C(C)SC2=S)cc1OC (stereo not given)
  A = 85 | B = 82 | C = 105 | D = · | E = 113 | F = 101 | G = 98 | H = 36
[19] O=C(CCc1ccccc1)NCCc1cccs1
  A = 113 | B = 107 | C = 106 | D = 75 | E = 111 | F = 99 | G = 89 | H = 103
[20] O=C(N/N=C\c1ccc([N+](=O)[O-])cc1)c1ccncc1
  A = 68 | B = 81 | C = 107 | D = 72 | E = 82 | F = 104 | G = 107 | H = 92
[21] O=S(=O)(NCCCNc1nccc(-c2c(-c3cccc(F)c3)nc3occn23)n1)c1ccc(Br)cc1
  A = 98 | B = 80 | C = 86 | D = 86 | E = 66 | F = 96 | G = 83 | H = 77
[22] C[C@H](OS(N)(=O)=O)[C@@H](O)c1c(Cl)cccc1Cl
  A = 116 | B = 102 | C = 97 | D = 96 | E = 103 | F = 98 | G = 99 | H = 105
[23] COC(=O)Cc1ccc(Br)cc1
  A = · | B = 116 | C = 101 | D = 102 | E = 111 | F = 104 | G = 97 | H = 109
[24] O=C(c1ccccc1)c1ccc(Cl)cc1
  A = 82 | B = 89 | C = 94 | D = 94 | E = 98 | F = 92 | G = 96 | H = 96
[25] CCCO[C@@]12Oc3cc(OC)cc(OC)c3[C@]1(O)[C@@H](O)C[C@H]2c1ccccc1
  A = 94 | B = 111 | C = 100 | D = 91 | E = 98 | F = 86 | G = 85 | H = 99
[26] O=c1ssc2ncccc12
  A = · | B = 70 | C = 100 | D = 100 | E = 52 | F = 100 | G = 95 | H = 54
[27] CC(=O)c1cc2c(Cl)cc(Cl)cc2oc1=O
  A = 89 | B = 95 | C = · | D = 80 | E = 89 | F = 103 | G = 108 | H = 100
[28] O=C(O)c1cc(C(=O)O)[nH]n1
  A = 88 | B = 109 | C = 117 | D = · | E = 103 | F = 110 | G = 109 | H = 110
[29] O=C(CC(=O)Nc1ccc(Oc2ncnc3scc(Nc4n[nH]c(=S)s4)c23)cc1)Nc1ccc(F)cc1
  A = 72 | B = 68 | C = 88 | D = · | E = 82 | F = 95 | G = 97 | H = 98
[30] COc1ccc(CC(=O)c2ccc(O)cc2O)cc1
  A = · | B = 104 | C = 104 | D = 94 | E = · | F = 88 | G = 109 | H = ·
[31] COC(=O)c1ccccc1N=NNc1ccc([N+](=O)[O-])cc1
  A = 105 | B = 99 | C = · | D = 94 | E = 109 | F = 102 | G = 101 | H = 109
[32] CC(=O)CC(=O)N(Cc1cccnc1)Cc1cccnc1
  A = · | B = 99 | C = 94 | D = 100 | E = 98 | F = 111 | G = 100 | H = 103
[33] Cc1cc2cn3c4cccnc4nc(N)c3c2cc1C
  A = · | B = 84 | C = 90 | D = · | E = 78 | F = 96 | G = 94 | H = 97
[34] CCc1ccc(CC2c3ccccc3CC2O)nc1 (stereo not given)
  A = 100 | B = 95 | C = 96 | D = 100 | E = 97 | F = 101 | G = 100 | H = 94
[35] C#CCOc1cc(/C=N/Nc2nc(-c3ccccc3)cs2)ccc1O
  A = 97 | B = 98 | C = 77 | D = 89 | E = 78 | F = 92 | G = 98 | H = 89
[36] N=C(N)SCc1ccc(Cl)c(Cl)c1
  A = 95&93 | B = 85&91&74 | C = 88&93&110 | D = 72&76 | E = 119&95&86 | F = 92&92&92 | G = 81&71&75 | H = 103&98&77
[37] COc1ccc(-c2oc3cc(O)cc(O)c3c(=O)c2OC)cc1O
  A = 11 | B = 2.7* | C = 39 | D = 41 | E = 21 | F = 29 | G = 38 | H = 17
[38] O=C(O)c1cc(-c2ccc(Cl)cc2)c2sc(=O)[nH]c2n1
  A = 89 | B = 103 | C = 101 | D = · | E = 106 | F = 96 | G = 95 | H = 94
[39] Clc1cc(Cl)cc(Nc2ccc3c(OCCCN4CCOCC4)cccc3n2)c1
  A = 6.2* | B = 29 | C = 62 | D = 37 | E = 22 | F = 57 | G = 26 | H = 11
[40] Cc1cccc(NC(=O)Nc2ccc3[nH]c(=O)c(=O)[nH]c3c2)c1
  A = 115 | B = 81 | C = · | D = · | E = 116 | F = 103 | G = 102 | H = 103
[41] Cc1cc(OCc2ccc(C(F)(F)F)cc2)c2c(c1)C(=O)C=C(NCCN1CCCC1)C2=O
  A = -12* | B = 13 | C = · | D = 60 | E = 16 | F = 83 | G = 54 | H = 30
[42] O=C1NC(=O)C(=C2CCCCC2)N1
  A = 72 | B = 78 | C = · | D = · | E = 73 | F = 85 | G = 100 | H = 97
[43] O=C1/C(=N/O)CCCc2ccccc21
  A = 128 | B = 102 | C = 100 | D = · | E = 106 | F = 100 | G = 106 | H = 91
[44] O=C1Nc2ccc([N+](=O)[O-])cc2OC12Oc1cc([N+](=O)[O-])ccc1NC2=O
  A = 96 | B = 94 | C = 97 | D = 79 | E = 102 | F = 89 | G = 96 | H = 90
[45] COc1nc(N)c(NS(=O)(=O)c2cc(C(C)=O)ccc2OC)c(=O)[nH]1
  A = 95 | B = 86 | C = 102 | D = 77 | E = 99 | F = 99 | G = 97 | H = 97
[46] CC(=O)c1ccc(-c2cc3ccccc3oc2=O)nc1C
  A = 101 | B = 98 | C = 94 | D = 106 | E = 104 | F = 112 | G = 106 | H = 103
[47] CC(C)(C)CC(C)(C)n1nnnc1C(Nc1nccs1)c1cc2cccc3ccc4cccc1c4c32 (stereo not given)
  A = 97 | B = 106 | C = 97 | D = · | E = 121 | F = 89 | G = 107 | H = 104
[48] C=C(C)[C@@H]1CC[C@]2(C(=O)OC)CC[C@]3(C)[C@H](CC[C@@H]4[C@@]5(C)C/C(=C/c6ccc(OC)cc6)C(=O)C(C)(C)[C@@H]5CC[C@]43C)[C@@H]12
  A = · | B = 59 | C = 85 | D = 78 | E = 58 | F = 100 | G = 90 | H = 55
[49] C=CCN(C=O)CC=C
  A = 86 | B = · | C = 102 | D = · | E = 91 | F = 101 | G = 99 | H = ·
[50] CCOC(=O)c1cc([N+](=O)[O-])cc([N+](=O)[O-])c1
  A = · | B = · | C = 103 | D = 99 | E = · | F = 118 | G = 104 | H = 110

Another view of some results above:
47. CC(C)(C)CC(C)(C)n1nnnc1C(Nc1nccs1)c1cc2cccc3ccc4cccc1c4c32 (stereo not given)
35. C#CCOc1cc(/C=N/Nc2nc(-c3ccccc3)cs2)ccc1O

Compound | 47 | 35
SR | 97 | 97
CCRF-CEM | 106 | 98
EKVX | 97 | 77
HOP-92 | · | 89
MOLT-4 | 121 | 78
HOP-62 | 89 | 92
A549/ATCC | 107 | 98
RPMI-8226 | 104 | 89

Three structures already listed, ordered by molar mass, low to high.
Field names: A = SR; B = CCRF-CEM; C = EKVX; D = HOP-92; E = MOLT-4; F = HOP-62; G = A549/ATCC; H = RPMI-8226
[46] CC(=O)c1ccc(-c2cc3ccccc3oc2=O)nc1C
  A = 101 | B = 98 | C = 94 | D = 106 | E = 104 | F = 112 | G = 106 | H = 103
[32] CC(=O)CC(=O)N(Cc1cccnc1)Cc1cccnc1
  A = · | B = 99 | C = 94 | D = 100 | E = 98 | F = 111 | G = 100 | H = 103
[41] Cc1cc(OCc2ccc(C(F)(F)F)cc2)c2c(c1)C(=O)C=C(NCCN1CCCC1)C2=O
  A = -12* | B = 13 | C = · | D = 60 | E = 16 | F = 83 | G = 54 | H = 30

The listing continues:
Field names: A = SR; B = CCRF-CEM; C = EKVX; D = HOP-92; E = MOLT-4; F = HOP-62; G = A549/ATCC; H = RPMI-8226
[51] O=C1CCCc2cc(OCCCCNC3CCCCC3)ccc2N1
  A = 98 | B = 107 | C = 98 | D = · | E = 107 | F = 103 | G = 107 | H = 101
[52] Cc1ccc(-c2ccc(SCC(=O)Nc3ccc(C#N)cc3)nn2)cc1
  A = · | B = 70 | C = 38 | D = 72 | E = 55 | F = 78 | G = 80 | H = 61
[53] CCCCc1nc(Cl)c(C2CC(c3ccc(C(F)(F)F)cc3)=NN2C=O)[nH]1 (stereo not given)
  A = 92 | B = 99 | C = 96 | D = 90 | E = 77 | F = 104 | G = 94 | H = 98
[54] O=[N+]([O-])c1ccc(Nc2ccc(O)cc2)c([N+](=O)[O-])c1
  A = 82&88 | B = 87&102 | C = 76&88 | D = 87&83 | E = 77&80 | F = 113&111 | G = 91&93 | H = 73&85
[55] O=C(N=c1oc2ccccc2cc1-c1cc2ccccc2[nH]1)c1ccc(Cl)cc1
  A = · | B = 25 | C = 39 | D = 24 | E = · | F = 63 | G = 51 | H = 39
[56] Cc1ccc(/C=C2\CCCC3=C2N=C2SC=NN2C3c2ccc(C)cc2)cc1 (stereo not given)
  A = 104 | B = 95 | C = · | D = 55 | E = 102 | F = 112 | G = 91 | H = 96
[57] N#CCN(CC#N)C1CCCCC1
  A = 94 | B = 94 | C = 112 | D = 108 | E = 102 | F = 111 | G = 115 | H = 110
[58] O=C(NNc1ccccc1)C(O)C(O)C(O)C(O)CO (stereo not given)
  A = 107 | B = 99 | C = 102 | D = 86 | E = 107 | F = · | G = 101 | H = 108
[59] O=S(=O)(Nc1cccc2cc(OS(=O)(=O)c3ccccc3)ccc12)c1ccccc1
  A = 25 | B = 62 | C = 64 | D = 58 | E = 43 | F = 46 | G = 57 | H = 62
[60] O=C(C(/C=N/C(=S)NCc1ccccc1)=C(/O)c1ccccc1)c1ccccc1
  A = 83 | B = 99 | C = 107 | D = 104 | E = 100 | F = 106 | G = 92 | H = 105
[61] COc1cc(NCCCCN)c2ncccc2c1
  A = 101 | B = 112 | C = 102 | D = 97 | E = 99 | F = 93 | G = 107 | H = 101
[62] CCCCOC(=O)c1ccc(O)cc1
  A = 88&107 | B = 95&102 | C = 96&100&94 | D = 80&96 | E = 91&105&75 | F = 110&106&92 | G = 100&105&92 | H = 106&112
[63] CC(=O)C(C)C(C)=O
  A = 94 | B = 107 | C = · | D = 88 | E = 112 | F = 100 | G = 101 | H = ·
[64] COc1cc(/C=C/C(=O)/C=C/c2cc(OC)c3c(c2OC)OCO3)c(OC)c2c1OCO2
  A = · | B = 27 | C = 88 | D = 74 | E = 19 | F = 73 | G = 55 | H = 16
[65] Cc1ccnc(NS(=O)(=O)c2ccc(N=Nc3c(N)nc(N)nc3N)cc2)n1
  A = 95 | B = 107 | C = · | D = 108 | E = 102 | F = 110 | G = 104 | H = 106
[66] Clc1ccc(-n2ncc3c2CCc2cccnc2-3)cc1
  A = 87 | B = 87 | C = · | D = 78 | E = 70 | F = 100 | G = 80 | H = 76

Copied from above (3 entries):
Field names: A = SR; B = CCRF-CEM; C = EKVX; D = HOP-92; E = MOLT-4; F = HOP-62; G = A549/ATCC; H = RPMI-8226
[64] COc1cc(/C=C/C(=O)/C=C/c2cc(OC)c3c(c2OC)OCO3)c(OC)c2c1OCO2
  A = · | B = 27 | C = 88 | D = 74 | E = 19 | F = 73 | G = 55 | H = 16
[65] Cc1ccnc(NS(=O)(=O)c2ccc(N=Nc3c(N)nc(N)nc3N)cc2)n1
  A = 95 | B = 107 | C = · | D = 108 | E = 102 | F = 110 | G = 104 | H = 106
[66] Clc1ccc(-n2ncc3c2CCc2cccnc2-3)cc1
  A = 87 | B = 87 | C = · | D = 78 | E = 70 | F = 100 | G = 80 | H = 76
